Screening results deposited in PubChem by The Scripps Research Institute Molecular Screening Center.
IDE cell activ = activators of human insulin-degrading enzyme in cells. hit rate 0.073% among 340,000. HEK cells, FAbeta-B cleavage, fluorescence polarization; 0% vehicle, 100% cell-free pure enzyme wells. activation, % at 5.96 µM. P14735. AID 493087;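 active = activation above the mean of all tested compounds plus 3 SD, set per screening campaign, cut at about 17% in these data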
Target sequence (P14735 whole entry, looked up): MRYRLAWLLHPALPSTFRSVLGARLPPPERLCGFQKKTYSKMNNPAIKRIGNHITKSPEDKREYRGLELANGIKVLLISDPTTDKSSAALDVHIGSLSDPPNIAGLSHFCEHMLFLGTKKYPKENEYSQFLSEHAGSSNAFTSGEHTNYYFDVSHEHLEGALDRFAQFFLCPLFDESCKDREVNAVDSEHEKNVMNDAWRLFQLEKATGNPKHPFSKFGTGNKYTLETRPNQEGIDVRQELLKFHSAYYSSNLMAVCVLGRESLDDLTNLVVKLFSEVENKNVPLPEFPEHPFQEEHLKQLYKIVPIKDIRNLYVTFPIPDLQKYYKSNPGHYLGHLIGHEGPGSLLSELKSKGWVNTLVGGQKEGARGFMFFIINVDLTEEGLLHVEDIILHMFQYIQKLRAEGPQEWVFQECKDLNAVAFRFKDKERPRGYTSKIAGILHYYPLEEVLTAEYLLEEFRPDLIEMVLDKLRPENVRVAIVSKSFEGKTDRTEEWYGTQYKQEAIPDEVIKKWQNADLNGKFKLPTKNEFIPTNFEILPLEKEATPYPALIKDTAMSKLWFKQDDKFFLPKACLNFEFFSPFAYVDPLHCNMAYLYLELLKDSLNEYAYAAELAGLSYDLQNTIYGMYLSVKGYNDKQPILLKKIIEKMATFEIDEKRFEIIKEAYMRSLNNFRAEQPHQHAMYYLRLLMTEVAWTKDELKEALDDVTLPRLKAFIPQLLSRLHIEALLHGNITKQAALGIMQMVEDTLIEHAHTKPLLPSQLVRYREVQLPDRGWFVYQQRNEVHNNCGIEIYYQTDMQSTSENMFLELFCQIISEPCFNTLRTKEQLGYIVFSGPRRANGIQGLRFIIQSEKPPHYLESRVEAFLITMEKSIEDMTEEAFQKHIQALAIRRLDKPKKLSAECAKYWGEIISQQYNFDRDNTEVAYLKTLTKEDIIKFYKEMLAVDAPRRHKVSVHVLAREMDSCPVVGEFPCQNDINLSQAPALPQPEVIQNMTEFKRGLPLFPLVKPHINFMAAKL
IDE cell inh = cellular human IDE inhibition. P14735. HEK cells, FAbetaB cleavage, fluorescence polarization. inhibition, % at 5.59 µM. hit rate 0.41% among 320,000. AID 434962;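 active = percent inhibition above the average of all tested compounds plus 3 SD, set per screening campaign, cut at about 16% in these data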;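 also: IDE supplied by intact live HEK cells; FP after avidin binding of uncleaved biotin substrate so inhibition keeps polarization high; 0% = DMSO wells and 100% = 60 µM reference IDE inhibitor Ii1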
Starred values were filed as active, the others as inactive. Not all compounds are listed (hit frequency here may not be typical).

[1] Cc1ccc(S(=O)(=O)N2[C@@H](c3ccc(Cl)c(Cl)c3)C(C(=O)O)=C[C@H]2CC2CCCC2)cc1
[2] CC(Sc1nnc(-c2ccccc2)c(-c2ccccc2)n1)C(=O)NCC1CCCO1 (stereo not given)
[3] COc1ccc(CN(C)C(=O)COC(=O)c2c(C)nn(-c3ccc(F)cc3)c2Cl)cc1
[4] CN(c1ccc(O)cc1)c1nc(O)c(C2=c3ccccc3=NC2=O)s1
[5] Cc1ccc(C(=O)CN(CCCC(N)=O)S(=O)(=O)c2ccc([N+](=O)[O-])cc2)cc1
[6] COc1ccc(CC(=O)N/N=C/c2ccc(C)s2)cc1
[7] C=CC[C@@H](CC(=O)N(CCO)Cc1ccccc1)C(=O)N[C@@H](COC(=O)[C@@H](CC=C)Cc1ccc(F)cc1)Cc1c[nH]c2ccccc12
[8] CN(C(=O)c1ccc(NC(=O)Cc2ccc([N+](=O)[O-])cc2)cc1)C1CC1
screen / no.	1	2	3	4	5	6	7	8
IDE cell inh	-4	-1	2	4	2	-3	4	-4
IDE cell activ	6	3	3	4	2	5	4	5

[9] Cc1cccnc1NC(=O)c1ccc(Br)o1
[10] O=C(COC(=O)CCc1ccccc1)NC1CCS(=O)(=O)C1 (stereo not given)
[11] C=CCn1c(C)cc(C(=O)COC(=O)C2CC(=O)N(CCc3ccc(OC)c(OC)c3)C2)c1C (stereo not given)
[12] O=C(N[C@H]1CCC(=O)N(CCSc2ccc(Br)cc2)CC1)OCc1ccccc1
[13] COc1ccc(CN(C)C(=O)CCc2ccc(S(=O)(=O)N3CCCCCC3)cc2)c(OC)c1
[14] CC(C)(C)N1CC23C=CC(C[C@@H]2C1=O)O3 (stereo not given in full)
[15] Cc1ccc(S(=O)(=O)N2CCOCC2)cc1NC(=O)COC(=O)c1ccc(Cl)nc1
[16] O=C(OCCN1CCOCC1)c1ccccc1Cl
screen / no.	9	10	11	12	13	14	15	16
IDE cell inh	0	-6	1	-5	-2	-3	6	2
IDE cell activ	7	4	2	6	5	-1	3	0

[17] Cc1ccc(S(=O)(=O)Nc2ccccc2-c2nc3ccccc3[nH]c2=O)cc1
[18] O[C@H]1c2ccccc2[C@H](Cc2cncs2)[C@@H]1Br
[19] O=C(c1c(F)c(F)c(F)c(F)c1F)N1CCN(Cc2ccc3c(c2)OCO3)CC1
[20] Cc1c(C(=O)N2CCC2)oc2ccc(Br)cc12
[21] COc1ccc(NC(C)=O)cc1S(=O)(=O)N(C)Cc1c(C)nn(-c2ccccc2)c1C
[22] COCc1ccc(C(=O)Nc2cccc(S(=O)(=O)N(C)c3ccccc3)c2)cc1
[23] Cc1ccc(S(=O)(=O)N2CCN(C(=O)c3ccccc3OCc3c(C)noc3C)CC2)cc1
[24] O=C(Cc1ccc(S(=O)(=O)N2CCOCC2)s1)N1CCN(c2ccc(C(F)(F)F)cc2[N+](=O)[O-])CC1
screen / no.	17	18	19	20	21	22	23	24
IDE cell inh	1	6	3	-1	-2	9	7	-1
IDE cell activ	8	2	0	5	4	0	-2	0

[25] Cc1c(NC(=O)COC(=O)Cc2ccc(Br)cc2)c(=O)n(-c2ccccc2)n1C
[26] Cc1cccc(NC(=O)CSc2nnc3ccc(-c4ccccn4)nn23)c1
[27] O=S(=O)(CCN1CCOCC1)c1ccc(Cl)cc1
[28] CC(=O)Nc1ccc(SC[C@H](C)CN2CC[C@H](C(C)(C)C)CCC2=O)cc1
[29] COc1cc(C(=O)Nc2ccc(C)cn2)ccc1OCC(=O)N1CCOCC1
[30] Cc1cccc(NC(=O)C2CCN(S(=O)(=O)c3ccc4c(c3)OCCO4)CC2)n1
[31] N#Cc1ccc(OCC(=O)OCC(=O)NC2CC2)cc1
[32] C[C@H](CO)N1C[C@H](C)[C@@H](CN(C)C(=O)Nc2ccc3c(c2)OCO3)Oc2c(NC(=O)Nc3ccc(C(F)(F)F)cc3)cccc2C1=O
screen / no.	25	26	27	28	29	30	31	32
IDE cell inh	-1	6	0	3	-1	-2	3	1
IDE cell activ	10	-1	8	0	-3	3	3	3

[33] CN(C)S(=O)(=O)c1ccc(N2CCCC2)c(C(=O)OCC(=O)NC2CCCCC2)c1
[34] COc1ccc(C)cc1NC(=O)CO/N=C(\N)CC(=O)NC1CCCCC1
[35] COc1cc(OC)cc(C(=O)OCC(=O)c2cc(C)n(CC3CCCO3)c2C)c1 (stereo not given)
[36] O=C(CSc1nc(C(F)(F)F)cc(=O)[nH]1)N1CCOCC1
[37] O=C(NCc1ccccc1)C1Nc2ccc(OC(F)(F)F)cc2C2C=CCC12 (stereo not given)
[38] COc1ccc(Cl)cc1NC(=O)CN(C)C(=O)Cn1c(=O)oc2ccccc21
[39] COc1cc2c(cc1OC)CN(C(=O)CCC(=O)c1ccc(F)cc1)CC2
[40] C=CCn1c(SCC(=O)NC2CCS(=O)(=O)C2)nnc1-c1ccc(Cl)cc1 (stereo not given)
screen / no.	33	34	35	36	37	38	39	40
IDE cell inh	1	3	0	0	-3	2	5	2
IDE cell activ	3	4	2	-5	3	9	2	2

[41] CC(C)(C)OC(=O)C[C@@H]1C/C=C\C[C@@H](CC(=O)N(CCO)Cc2ccccc2)C(=O)N[C@H](Cc2c[nH]c3ccccc23)COC1=O
[42] O=C(COC(=O)Cc1cccs1)NCC(=O)Nc1ccc(F)cc1
[43] O=C1NC[C@H](c2ccccc2)OC(=O)[C@H](Cc2ccc(F)cc2)CC/C=C/C[C@H]1CC(=O)N(CCO)Cc1ccccc1
[44] COc1cccc(NC(=O)CN(C)C(=O)c2ccc(N3CCCCC3)c([N+](=O)[O-])c2)c1
[45] Cc1ccc(C2(C)NC(=O)N(CC(=O)N3CCN(C(=O)c4cccs4)CC3)C2=O)cc1 (stereo not given)
[46] CC(NC(=O)COC(=O)c1c[nH]c2ccccc12)c1ccccc1 (stereo not given)
[47] CN(C(=O)c1ccccc1Br)C1CCS(=O)(=O)C1 (stereo not given)
[48] CCOc1ccccc1N1CCN(C(=O)c2ccccc2OCc2c(C)noc2C)CC1
screen / no.	41	42	43	44	45	46	47	48
IDE cell inh	3	1	1	-4	1	-1	5	-3
IDE cell activ	9	0	2	-3	5	3	2	3

[49] CC(=O)NCCC(=O)Nc1cc(S(=O)(=O)N2CCCCC2)ccc1N1CCN(C)CC1
[50] O=C(CSC1=NS(=O)(=O)c2ccccc2N1)Nc1ccccc1F
[51] COc1ccc(OCCCC(=O)Nc2cc(Cl)ccc2-n2cncn2)cc1
[52] CCC(=O)c1ccc(OCC(=O)OCC(=O)N2c3ccccc3NC(=O)C2(C)C)cc1
[53] Cc1ccc(C)c(S(=O)(=O)N2CCN(C(=O)c3sccc3C)CC2)c1
[54] Cc1c(NC(=O)c2ccc(S(=O)(=O)N3CCOCC3)cc2)cccc1[N+](=O)[O-]
[55] CCOc1ccccc1N1CC(C(=O)NC2CCCCCC2)CC1=O (stereo not given)
[56] O=C(CC1CCCCC1)NCCS(=O)(=O)N1CCN(c2ccccc2)CC1
screen / no.	49	50	51	52	53	54	55	56
IDE cell inh	-1	-1	2	9	-10	-4	2	4
IDE cell activ	2	2	8	-2	5	6	9	-3

[57] CC(NS(=O)(=O)c1ccc(Cl)cc1)C(=O)OCC(=O)c1ccc[nH]1 (stereo not given)
[58] Cc1ccc(CN2CC(C(=O)N3CCN(S(=O)(=O)c4cccc(F)c4)CC3)CC2=O)cc1 (stereo not given)
[59] CN(C(=O)c1ccc(NC(=O)Cc2cccc(NC(=O)C3CCCN(C(=O)C4CCCCC4)C3)c2)cc1)C1CCCC1 (stereo not given)
[60] Cc1cc(C)nc(SCC(=O)NCC2COc3ccccc3O2)n1 (stereo not given)
[61] Cc1ccc(NC(=O)CN(C)C(=O)c2cc3c(s2)CCCCC3)cc1
[62] O=C(/C=C/c1ccccc1[N+](=O)[O-])NNC(=O)c1ccncc1
[63] CNC[C@H]1Oc2c(NC(=O)C3CCCCC3)cccc2C(=O)N([C@H](C)CO)C[C@@H]1C
[64] CC(C)CN(C(=O)Cn1c(=O)cnc2ccccc21)C1CCS(=O)(=O)C1 (stereo not given)
screen / no.	57	58	59	60	61	62	63	64
IDE cell inh	-3	-1	-1	-3	10	1	8	-14
IDE cell activ	-1	10	-1	5	-2	1	-7	1

Reformatted as labelled records: two of the compounds above
63	CNC[C@H]1Oc2c(NC(=O)C3CCCCC3)cccc2C(=O)N([C@H](C)CO)C[C@@H]1C
  IDE cell inh: 8
  IDE cell activ: -7
64	CC(C)CN(C(=O)Cn1c(=O)cnc2ccccc21)C1CCS(=O)(=O)C1 (stereo not given)
  IDE cell inh: -14
  IDE cell activ: 1

Following part
[65] CC1CCC(NC(=O)CSc2nncn2C)CC1 (stereo not given)
[66] O=C(C[C@@H]1C/C=C\C[C@H](Cc2ccc(F)cc2)C(=O)OCCNC1=O)N[C@H](CO)Cc1ccccc1
[67] CC(Oc1ccc(Br)cc1)C(=O)NC1CCCCCC1 (stereo not given)
[68] COc1ccc(N2CCN(S(=O)(=O)CCNC(=O)c3ccc4c(c3)OCO4)CC2)cc1
[69] COc1ccc(CCN2CC(C(=O)NCC(=O)Nc3ccc(F)c(F)c3)CC2=O)cc1OC (stereo not given)
[70] O=S(=O)(NCC(c1ccc2c(c1)OCO2)N1CCOCC1)c1ccc(Br)cc1 (stereo not given)
[71] COc1ccc(S(=O)(=O)N2CCOCC2)cc1NC(=O)COc1ccc2c(C)cc(=O)oc2c1
[72] C=CCn1c(=S)[nH]c2cc(C(=O)N3CCN(c4ccccc4OC)CC3)ccc2c1=O
screen / no.	65	66	67	68	69	70	71	72
IDE cell inh	2	-4	1	-2	1	2	4	-3
IDE cell activ	3	6	10	2	5	-2	1	-1

[73] CCC(C)Sc1ccc([C@@H]2[C@@H]3C(=O)N(C)C(=O)[C@@H]3[C@]3(C(=O)OC)CCCCN23)cc1 (stereo not given in full)
[74] C[C@H](NC(=O)c1[nH]cnc1C(=O)Nc1ccccc1)c1ccccc1
[75] CC[C@@H](C)[C@@H]1CN([C@@H](CN2CCC[C@H]2CN2C(N)=NC[C@H]2CC(C)C)C(C)C)C(=N)N1CCc1ccc(Cl)c(Cl)c1
[76] O=C(c1ccc2ccccc2n1)N1CCN(S(=O)(=O)c2ccccc2)CC1
[77] CCCCn1c(N)c(N(CC(C)C)C(=O)c2cccc(S(=O)(=O)N(C)c3ccccc3)c2)c(=O)[nH]c1=O
[78] COc1ccc(CC(=O)OCC(=O)NCCNC(=O)COC(=O)Cc2ccc(OC)cc2)cc1
[79] CN(CC(=O)Nc1ccccc1Cl)C(=O)CCSc1ccc(F)cc1
[80] O=C(OCC(=O)N1CCCc2ccccc21)c1cc(S(=O)(=O)N2CCOCC2)ccc1Cl
screen / no.	73	74	75	76	77	78	79	80
IDE cell inh	5	-3	5	-1	6	5	1	3
IDE cell activ	2	4	9	3	-1	9	3	1

Arranged by heavy-atom count (low to high): part of the list above.
[65] CC1CCC(NC(=O)CSc2nncn2C)CC1 (stereo not given)
[67] CC(Oc1ccc(Br)cc1)C(=O)NC1CCCCCC1 (stereo not given)
[79] CN(CC(=O)Nc1ccccc1Cl)C(=O)CCSc1ccc(F)cc1
[64] CC(C)CN(C(=O)Cn1c(=O)cnc2ccccc21)C1CCS(=O)(=O)C1 (stereo not given)
[76] O=C(c1ccc2ccccc2n1)N1CCN(S(=O)(=O)c2ccccc2)CC1
[70] O=S(=O)(NCC(c1ccc2c(c1)OCO2)N1CCOCC1)c1ccc(Br)cc1 (stereo not given)
[73] CCC(C)Sc1ccc([C@@H]2[C@@H]3C(=O)N(C)C(=O)[C@@H]3[C@]3(C(=O)OC)CCCCN23)cc1 (stereo not given in full)
[72] C=CCn1c(=S)[nH]c2cc(C(=O)N3CCN(c4ccccc4OC)CC3)ccc2c1=O
[80] O=C(OCC(=O)N1CCCc2ccccc21)c1cc(S(=O)(=O)N2CCOCC2)ccc1Cl
[69] COc1ccc(CCN2CC(C(=O)NCC(=O)Nc3ccc(F)c(F)c3)CC2=O)cc1OC (stereo not given)
screen / no.	65	67	79	64	76	70	73	72	80	69
IDE cell inh	2	1	1	-14	-1	2	5	-3	3	1
IDE cell activ	3	10	3	1	3	-2	2	-1	1	5

[71] COc1ccc(S(=O)(=O)N2CCOCC2)cc1NC(=O)COc1ccc2c(C)cc(=O)oc2c1
[66] O=C(C[C@@H]1C/C=C\C[C@H](Cc2ccc(F)cc2)C(=O)OCCNC1=O)N[C@H](CO)Cc1ccccc1
[77] CCCCn1c(N)c(N(CC(C)C)C(=O)c2cccc(S(=O)(=O)N(C)c3ccccc3)c2)c(=O)[nH]c1=O
[75] CC[C@@H](C)[C@@H]1CN([C@@H](CN2CCC[C@H]2CN2C(N)=NC[C@H]2CC(C)C)C(C)C)C(=N)N1CCc1ccc(Cl)c(Cl)c1
screen / no.	71	66	77	75
IDE cell inh	4	-4	6	5
IDE cell activ	1	6	-1	9

More compounds:
[81] CCCN(CC(=O)Nc1ccccc1OC)C(=O)c1ccc(COc2ccccc2)o1
[82] CCOc1cc(/C=C/C(=O)N(CC)CC(=O)NCc2cccs2)cc(Cl)c1OC
[83] CCN(CC)CCn1c2c(c(SCC(=O)Nc3ccc4c(c3)OCCO4)nc1=O)CCCC2
[84] O=C(c1ccc(NS(=O)(=O)c2ccccc2)cc1)N1CCN(c2ccccc2)CC1
[85] COc1cc2c(cc1OC)CN(C(=O)CCNC(=O)c1ccccc1Cl)CC2
[86] N#Cc1ccc(CN2CCN(C(=O)C3CC(=O)N(c4ccccc4F)C3)CC2)cc1 (stereo not given)
[87] CC1(c2nnc(Cc3ccccc3)o2)CC(c2ccc(Cl)cc2)=NO1 (stereo not given)
screen / no.	81	82	83	84	85	86	87
IDE cell inh	-8	-12	15	1	-4	4	4
IDE cell activ	6	3	-2	2	3	3	4
